# Source: PubChem BioAssay
# PI4K2A inh: PI4K2A (human) kinase inhibition; Q9BTU6; AID 1346378; activity change, negative = inhibition, % at 76.9 µM; hit rate 0.13% among 420,000; purified PI4K2A, ADP-Glo luminescence, 1 h; hits give low values; in the data active means activity change below about -50%; inconclusive means mostly about -30% to -49%;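 further: -100% = wells without enzyme as full effect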
#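 ADP-Glo luminescence measured ADP generated by PI4K2A enzyme (4 ug/mL before mixing) with 1.2 mM PI substrate (pre-mix) and 300 microM ATP (pre-mix). Tris pH7.5 buffer with MgCl2, Triton X-100; 1 h reaction at ambient temperature.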
# Tb PGK inh: blocks T. brucei phosphoglycerate kinase; hit rate 0.043% among 380,000; PGK/GAPDH coupled, Kinase-Glo luminescence, 60 min; AID 602233; P07378; Potency, µM (titrated, usually from 57.5 µM), inactives show top-dose activity change, negative = inhibition, usual class: inhibitors; further: potency means the concentration at half of the fitted maximal effect; on the % scale 0 is the no-effect control and ±100 the full control effect; nearly all actives have a fitted effect of over 60% in size
#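 Luminescent ATP detection (Kinase-Glo Plus) follows a 60-minute room-temperature incubation, with wells lacking PGK as controls. Buffer: 100 mM TEA (pH 7.6), 5 mM MgCl2, 0.01% Tween-20. Coupling enzyme GAPDH (100 nM final) supplies unstable 1,3-BPG in-well.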
# GLS inh: inhibitors of human glutaminase (GLS). AID 624170. Potency, µM (series often up to 45.5 µM), for the others: at the highest dose activity change, negative = inhibition, hits mostly inhibitors. hit rate 0.21% among 410,000. O94925. GLS enzymatic activity, qHTS titration; further: potency means the concentration at half of the fitted maximal effect; on the % scale 0 is the no-effect control and ±100 the full control effect
#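 Read-out is an Amplex red fluorescence increase coupled through glutamate oxidase and HRP, measured before and after 30 min room-temperature incubation. hKGA is in 45 mM KH2PO4 (pH 8.2) with 0.02% Tween-20; glutamine added as 1mM solution.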
# POLH inh: blocks human DNA polymerase eta activity; AID 588591; Q9Y253; Potency, µM (titrated, usually from 114 µM), for inactives: at the top dose activity change, negative = inhibition, most hits filed as inhibitors; hit rate 1.2% among 390,000; recombinant Pol eta, fluorescent DNA replication assay; further: potency means the concentration at half of the fitted maximal effect; on the % scale 0 is the no-effect control and ±100 the full control effect
#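 Fluorescent replication assay: 50 nM final substrate added after a 15 min room-temperature compound preincubation with 10 nM enzyme. Signal taken at 0 min and again at 10 min.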
# BAZ2B block: blocks human BAZ2B | Potency, µM (titrated, usually from 114 µM), inactives show at the top dose activity change, negative = inhibition, most hits filed as inhibitors | hit rate 4.4% among 360,000 | Q9UIF8 | AlphaScreen BAZ2B-H3K14Ac peptide displacement | AID 504333; further: potency means the concentration at half of the fitted maximal effect; on the % scale 0 is the no-effect control and ±100 the full control effect; nearly all actives have a fitted effect of over 60% in size
# Target sequence (Q9UIF8 whole entry, looked up): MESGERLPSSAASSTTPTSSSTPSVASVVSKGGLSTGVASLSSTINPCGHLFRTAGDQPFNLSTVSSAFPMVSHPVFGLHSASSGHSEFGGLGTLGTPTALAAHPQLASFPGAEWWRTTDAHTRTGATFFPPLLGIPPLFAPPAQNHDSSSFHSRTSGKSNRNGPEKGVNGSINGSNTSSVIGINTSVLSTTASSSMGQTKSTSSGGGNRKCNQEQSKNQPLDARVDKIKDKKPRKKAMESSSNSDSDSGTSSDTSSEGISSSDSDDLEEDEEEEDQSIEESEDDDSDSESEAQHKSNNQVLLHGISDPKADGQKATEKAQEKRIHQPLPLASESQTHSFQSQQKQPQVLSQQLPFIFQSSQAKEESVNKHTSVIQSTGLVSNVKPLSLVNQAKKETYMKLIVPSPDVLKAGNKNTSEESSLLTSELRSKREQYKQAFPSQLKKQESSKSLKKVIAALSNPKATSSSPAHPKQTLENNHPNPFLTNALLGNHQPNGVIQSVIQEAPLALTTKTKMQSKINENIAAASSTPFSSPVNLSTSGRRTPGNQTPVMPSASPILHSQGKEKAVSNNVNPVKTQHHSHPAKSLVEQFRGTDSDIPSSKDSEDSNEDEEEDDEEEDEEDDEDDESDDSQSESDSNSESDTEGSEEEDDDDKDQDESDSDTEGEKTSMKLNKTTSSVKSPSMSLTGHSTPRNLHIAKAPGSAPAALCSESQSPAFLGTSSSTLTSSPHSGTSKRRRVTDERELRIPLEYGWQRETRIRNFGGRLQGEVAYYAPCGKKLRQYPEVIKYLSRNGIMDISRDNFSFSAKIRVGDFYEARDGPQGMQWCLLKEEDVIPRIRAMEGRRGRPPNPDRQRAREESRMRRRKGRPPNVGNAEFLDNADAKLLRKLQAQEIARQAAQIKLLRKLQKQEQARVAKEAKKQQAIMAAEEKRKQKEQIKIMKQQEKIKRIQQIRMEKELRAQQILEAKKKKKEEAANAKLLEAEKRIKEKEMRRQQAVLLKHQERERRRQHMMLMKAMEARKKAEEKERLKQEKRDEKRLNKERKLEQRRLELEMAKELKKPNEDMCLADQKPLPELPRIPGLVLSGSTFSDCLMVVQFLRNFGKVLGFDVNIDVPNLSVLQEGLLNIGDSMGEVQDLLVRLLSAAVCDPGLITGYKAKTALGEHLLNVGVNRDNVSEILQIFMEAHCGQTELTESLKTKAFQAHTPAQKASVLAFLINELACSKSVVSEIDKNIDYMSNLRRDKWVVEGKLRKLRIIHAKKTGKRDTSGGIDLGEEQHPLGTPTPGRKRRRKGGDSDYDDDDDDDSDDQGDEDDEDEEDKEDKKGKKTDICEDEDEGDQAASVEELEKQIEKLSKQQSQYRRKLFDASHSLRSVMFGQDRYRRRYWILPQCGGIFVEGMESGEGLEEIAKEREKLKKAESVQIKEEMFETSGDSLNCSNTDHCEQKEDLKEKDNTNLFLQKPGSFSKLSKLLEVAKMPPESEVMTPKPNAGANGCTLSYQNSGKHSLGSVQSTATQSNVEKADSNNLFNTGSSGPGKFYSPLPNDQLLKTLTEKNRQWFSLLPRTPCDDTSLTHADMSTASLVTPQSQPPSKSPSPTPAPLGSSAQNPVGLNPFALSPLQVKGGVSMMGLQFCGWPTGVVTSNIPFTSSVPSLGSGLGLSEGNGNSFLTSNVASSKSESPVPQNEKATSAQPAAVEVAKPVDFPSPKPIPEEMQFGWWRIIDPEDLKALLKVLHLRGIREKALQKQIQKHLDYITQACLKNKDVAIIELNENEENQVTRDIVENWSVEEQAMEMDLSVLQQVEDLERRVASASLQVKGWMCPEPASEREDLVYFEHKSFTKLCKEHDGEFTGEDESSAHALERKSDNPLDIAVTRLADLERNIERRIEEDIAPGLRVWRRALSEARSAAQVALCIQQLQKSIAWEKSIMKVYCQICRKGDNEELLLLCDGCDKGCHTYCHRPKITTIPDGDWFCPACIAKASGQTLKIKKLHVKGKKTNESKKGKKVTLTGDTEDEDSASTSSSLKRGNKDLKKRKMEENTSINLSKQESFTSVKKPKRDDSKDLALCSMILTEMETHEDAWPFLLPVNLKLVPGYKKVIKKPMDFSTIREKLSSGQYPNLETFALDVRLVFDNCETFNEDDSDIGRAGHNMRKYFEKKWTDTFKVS
#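 AlphaScreen displacement of biotin-H3(5-23)K14Ac peptide (50 nM final) from BAZ2B (50 nM final) in PBS pH 7.4, 0.01% Tween-20; complex preformed 30 min RT, then compounds (top 110 uM) 30 min RT, beads 20 min dark.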
# G9a block: inhibitors of human histone lysine methyltransferase G9a. hit rate 8.8% among 350,000. G9a H3K9 monomethylation, AlphaScreen, 2 h. Potency, µM (highest dose often 102 µM), inactives show top-dose activity, negative = inhibition, hits mostly inhibitors. Q96KQ7; further: potency means the concentration at half of the fitted maximal effect; on the % scale 0 is the no-effect control and ±100 the full control effect; nearly all actives have a fitted effect of over 75% in size
#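 Readings reflect AlphaScreen signal from monomethyl-H3K9 antibody detection. HMT at 20 nM; substrate b-H3K9 500 nM; cofactor SAM 20 uM; 2 h RT reaction; compounds tested as titrations in qHTS with 15 min preincubation.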
# HP1b binding inh: inhibitors of HP1-beta chromodomain binding to methylated histone tails. P83916. AlphaScreen HP1-beta / biotin-H3K9me3 peptide binding. Potency, µM (highest dose often 114 µM), inactives show at the top dose activity change, negative = inhibition, most hits filed as inhibitors. hit rate 0.56% among 390,000; further: potency means the concentration at half of the fitted maximal effect; nearly all actives have a fitted effect of over 70% in size; inactives centre near 23
#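 Compound inhibition of the preformed complex between 50 nM HP1-beta and 50 nM biotinylated H3K9me3 peptide was read by AlphaScreen. Buffer was PBS pH 7.4 with 0.01% Tween-20. Incubations ran 30 min at room temperature, with 10 ug/mL donor/acceptor beads.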
# JMJD2A Tudor: JMJD2A Tudor domain (human) inhibition. O75164. AlphaScreen JMJD2A-Tudor / H3K4me3 peptide binding. Potency, µM (titrated, usually from 114 µM), for the others: at the highest dose activity change, negative = inhibition, most hits filed as inhibitors. hit rate 4.4% among 390,000. AID 504339; further: potency means the concentration at half of the fitted maximal effect; on the % scale 0 is the no-effect control and ±100 the full control effect; nearly all actives have a fitted effect of over 50% in size
# Pin1 inh: human Pin1 inhibition | Pin1 FP peptide displacement, HiFluor488, 10 min | Potency, µM (top dose mostly 115 µM), inactives show at the top dose activity, negative = inhibition, actives largely listed as inhibitors | hit rate 0.009% among 390,000 | Q13526; active means well fitted inhibition curve with a large enough effect in the polarisation, with a control signal flat, not every such curve was filed as active; inconclusive means small, poorly fitted or top-dose-only effect, or effect the other way, or a change in a side signal; inactive means no such curve, though single readings can be large or run the other way; the % refers to the polarisation; further: potency means the concentration at half of the fitted maximal effect; on the % scale 0 is the no-effect control and ±100 the full control effect
# The depositor's hits bear a star; i = inactive; ? = inconclusive; · = no result given; & = joins results of further samples; [ ] = remark or other dose. Unless noted, the call rests on the fitted dose curve; in most records, active means well fitted curve in the direction sought with a large enough effect; inconclusive means small, poorly fitted or top-dose-only effect, or another doubt; inactive means no such curve, though single readings can be large; an effect the other way counts as inactive or inconclusive.
BAZ2B block	GLS inh	POLH inh	PI4K2A inh	HP1b binding inh	JMJD2A Tudor	Tb PGK inh	G9a block	Pin1 inh	molecule
11%	-3%	-7%	1	50%[activator]	1%	-3%	·	-1%	COC(=O)CN(c1ccccc1F)S(=O)(=O)c1ccc(C)cc1
-5%	0%	5%	1	19%	-19%	-8%	4%[12.7 µM]	10%	CCOc1ccc(C(=O)SC2=NCCS2)cc1
2%	-8%	?	-3	13%	-17%	-1%	56µM*	14%	CCCCn1c(N)c(N(CC(C)C)C(=O)c2cc(-c3ccncc3)nc3ccccc23)c(=O)[nH]c1=O
-24%	5%	-3%	0	0%	-25%	-1%	-45%[59 µM]	?	COc1cc(-c2nc3nc(C)cc(C)n3c2Nc2ccc(Cl)cc2)ccc1O
·	?	-9%	-1	24%	-14%	i	·	?	COc1cccc(-n2c(SCC(=O)N3CCOCC3)nc3c([nH]c4ccccc43)c2=O)c1
1%	-10%	-3%	2	26%	5%	-10%	-6%	-11%	C/C=C/C=C(/NC(=O)c1ccccc1)C(=O)Nc1ccccc1
-33%	-2%	?	-7	25%	-33%	-1%	9%[2.33 µM]	?	O=C(c1cc(-c2ccco2)nc2ccccc12)N1CCN(Cc2ccccc2)CC1
-1%[57.1 µM]	-11%	-3%	-3	21%	-17%[11.4 µM]	i	?	2%	CCOC(=O)C1CCCN(C(=O)/C=C/c2cccc([N+](=O)[O-])c2)C1 (stereo not given)
-3%	-20%	-16%	7	-23%	-16%	-10%	16µM*	3%	CC(C)OC(=O)c1c(NC(=O)Cn2cnc([N+](=O)[O-])n2)sc2c1CCCC2
6%[57.1 µM]	-2%	-3%	0	41%[activator]	-15%	7%	·	2%	O=C(O)CCCCCCCCc1cn(CC2CCCCC2)nn1
-18%	4%	-13%	-1	65%[activator]	-30%	·	16%[2.33 µM]	-3%	CCCCc1cc(C(=O)Cc2ccccn2)c(O)cc1O
15%	-3%	1%	4	26%	-16%	8%	40µM*	2%	CS(=O)(=O)c1nc(S(=O)(=O)c2ccc(Cl)cc2)c(NCc2ccccn2)s1
·	6%	-6%	1	30%	-13%	2%	-31%	-2%	O=C(CNS(=O)(=O)c1ccccc1)N1CCCC1
·	1%	-21%	-1	14%	-19%	-10%	·	-1%	Cc1ccc(C(=O)Nc2sc3c(c2C(=O)O)CCC(C)C3)o1 (stereo not given)
245%[activator]	1%	-10%	3	236%[activator]	168%[activator]	i	353%[activator]	-7%	CCOC(=O)c1cnc(-c2ccccc2)nc1-c1ccccc1
?	-4%	-11%	-5	28%	-17%	-2%	37%	3%	Cc1ccc(C)c(NS(=O)(=O)c2cc(C(=O)NCc3ccccn3)ccc2C)c1
1%	1%	-19%	-4	19%	-15%	-3%	-6%[59 µM]	13%	COc1cc(NC(=O)N2c3ccccc3Sc3ccccc32)cc(OC)c1
1%	4%	-2%	2	32%	-6%	-9%	-45%	-1%	CCNC(=O)COC(=O)c1ccc(S(=O)(=O)N2CCCCCC2)cc1
·	-7%	-3%	4	-9%	-12%	-7%	·	-6%	COc1ccc([N+](=O)[O-])cc1NS(=O)(=O)c1cccc(C(=O)NCCCN2CCCC2=O)c1
-30%	0%	5%	6	24%	?	4%	?	5%	COC(=O)c1ccc2c(=O)n(CCO)c(=S)[nH]c2c1
·	1%	-4%	7	14%	-14%	-4%	·	-3%	Cc1cc(=O)oc2c(C)c(OC(=O)c3ccco3)ccc12
?	-7%	-2%	2	30%	89µM*	8%	?	?	CCc1cc2c(cc3c(=O)n(CC(=O)NCCc4ccc(OC)c(OC)c4)ncn32)s1
-4%	12%	10%	1	25%	-4%	-2%	9%[59 µM]	2%	O=C(CC1(O)C(=O)N(CN2CCOCC2)c2ccccc21)c1ccccc1 (stereo not given)
2%	2%	-16%	-1	50%[activator]	2%	-5%	4%	-12%	O=C(O)C1CCN(C(=O)CSc2nc3ccccc3c(=O)n2-c2ccc(Cl)cc2)CC1
7%	11%	-4%	1	2%	-18%	-6%	-6%[59 µM]	-1%	CCc1cccc(NC(=O)Cc2ccc(OC)c(OC)c2)c1
7%	5%	-23%	-3	26%	-16%	-3%	32%[12.7 µM]	2%	O=c1cc(N2CCCCC2)c(-c2ccccc2)nn1Cc1ccc(Cl)cc1
-36%	3%	-13%	1	-20%	22µM*	-7%	?	0%	CC1=NN(C(C#N)c2ccc([N+](=O)[O-])cc2)C(C)(C)C1 (stereo not given)
?	0%	-13%	-1	12%	?	-2%	?	12%	COc1ccccc1N1CCN(C(=O)c2ccc3c(Cl)c4c(nc3c2)CCCC4)CC1
-4%	12%	-7%	-12	-1%	-7%	5%	12%[59 µM]	-7%	COc1ccc(C(C(=O)NC(C)(C)C)N(CCc2ccc(OC)c(OC)c2)C(=O)CCC(=O)Nc2cc(C)on2)cc1 (stereo not given)
-24%	1%	-15%	-1	29%	-7%	-10%	-5%	7%	CCCCC(=O)OCC(=O)c1cc(C)n(-c2c(C)n(C)n(-c3ccccc3)c2=O)c1C

# Compounds from the list above that contain two or more sulfur atoms:
BAZ2B block	GLS inh	POLH inh	PI4K2A inh	HP1b binding inh	JMJD2A Tudor	Tb PGK inh	G9a block	Pin1 inh	molecule
-5%	0%	5%	1	19%	-19%	-8%	4%[12.7 µM]	10%	CCOc1ccc(C(=O)SC2=NCCS2)cc1
15%	-3%	1%	4	26%	-16%	8%	40µM*	2%	CS(=O)(=O)c1nc(S(=O)(=O)c2ccc(Cl)cc2)c(NCc2ccccn2)s1

# (more compounds)
BAZ2B block	GLS inh	POLH inh	PI4K2A inh	HP1b binding inh	JMJD2A Tudor	Tb PGK inh	G9a block	Pin1 inh	molecule
2%	-7%	-9%	-1	41%[activator]	-10%	-1%	·	-2%	O=C(c1ccc2ccccc2c1)C1CCCN(C(=O)CN2C(=O)CSC2=O)C1 (stereo not given)
3%	1%	-19%	0	104%[activator]	21%	-11%	-43%[12.7 µM]	-2%	Cc1ccc(-c2cc(C(=O)OCC(=O)Nc3cc(C)on3)c3ccccc3n2)c(C)c1
8%	-2%	-21%	-1	34%	-11%	3%	16%[0.501 µM]	3%	CC1=C([N+](=O)[O-])C(c2ccccc2Cl)NC(=O)N1C (stereo not given)
0%	5%	-14%	-2	55%[activator]	5%	0%	11%[0.501 µM]	6%	COc1ccc([C@H]2CC(=O)C=C(c3cccc(Br)c3)C2)cc1
·	-10%	-11%	7	44%[activator]	-14%	i	·	-1%	COc1ccc(NC(=O)CNc2ccccc2C(C)=O)cc1S(=O)(=O)N1CCOCC1
17%	-1%	5%	-2	6%	-8%	-3%	6%	1%	Cc1ccnc2nc(C(=O)Nc3ccc(S(=O)(=O)N4CCCC4)cc3)nn12
2%	0%	2%	-3	30%	9%	1%	·	-2%	Cc1cccc(C)c1NC(=O)CN(C)C(=O)Cn1c(=O)cnc2ccccc21
-1%	10%	8%	-3	7%	-3%	-3%	6%	3%	CC(C)C(=O)Nc1nnc(SCC(=O)NC2CCCC2)s1
?	1%	-15%	-1	4%	-10%	-9%	-32%[59 µM]	-1%	COc1ccc(-n2c(=O)c3ccccc3n(CC(=O)Nc3cc(C)on3)c2=O)cc1OC
19%	-1%	-18%	6	34%	79µM*	-10%	14µM*	17%	COc1ccc2nc(C)cc(Sc3nc4ccccc4s3)c2c1
?	29%	-5%	3	-1%	?	-3%	?	-2%	COc1ccc(-c2nc3c(n2O)CCC/C3=N\O)cc1
-15%	8%	-14%	0	18%	-7%	-8%	-32%[59 µM]	-7%	CCOC(=O)COc1cc(C)c(Cl)cc1C(=O)c1ccn2nc(-c3ccc(OC)cc3)cc2n1
-16%	-16%	-7%	4	33%[activator]	12%	i	79µM*	2%	Cc1ccccc1-c1nc(CS(=O)CC(=O)NC2CCCC2)c(C)o1 (stereo not given)
6%	2%	-18%	0	30%	-4%	-1%	-38%	0%	Cc1ccccc1-n1nc2c(c1NC(=O)c1c(-c3ccccc3Cl)noc1C)CS(=O)(=O)C2
-27%	12%	2%	1	4%	-20%	-4%	56µM*	81%[activator]	O=C(/C=C/c1cccs1)Nc1ccc(N2CCOCC2)c(S(=O)(=O)Nc2cc(Cl)ccc2Cl)c1
10%	-6%	-15%	3	55%[activator]	-11%[57.1 µM]	6%	-5%	5%	O=C(CN1C(=O)NC2(CCCC2)C1=O)NCCC1=CCCCC1
-32%	-3%	-6%	1	19%	-22%	2%	?	33%[activator]	Cc1cc(C(=O)CSc2nnnn2-c2ccccc2)c(C)n1-c1ccc2c(c1)OCO2
0%	4%	-20%	-2	11%[57 µM]	-14%	-10%	8%[59 µM]	1%	Cc1ccc2nc(COc3ccccc3NC(=O)Nc3ccc(F)c(Cl)c3)cc(=O)n2c1
-5%	3%&10%	-3%&18%	-2&-12	18%&1%	?	4%&-2%	9%	1%&3%	CCCN(CCC)CCNC(=O)c1cc2c(-c3ccc(Cl)cc3)nn(C)c2s1
5%	-1%	-7%	2	48%[activator]	-14%	-10%	33%[2.33 µM]	-3%	N#Cc1ccccc1S(=O)(=O)N1CCN(CC(=O)NCC2(N3CCOCC3)CCCCC2)CC1
-4%	-5%	-23%	-1	-10%	-21%[11.4 µM]	2%	-4%[12.7 µM]	-3%	COc1ccccc1CN(CC(=O)NCC1CCCO1)C(=O)CNS(=O)(=O)c1ccc(C)cc1 (stereo not given)
2%	-7%	-19%	0	19%[57 µM]	-13%	-8%	2%[59 µM]	-6%	COc1ccc(-c2nc(C)c(CCNC(=O)C(=O)Nc3ccccc3C#N)s2)cc1OC
-1%	?	-3%	0	17%	-23%[57.1 µM]	-4%	-3%	-7%	O=C(CCCN1C(=O)c2cccc3cccc(c23)C1=O)Nc1ccon1

# The list is partial; count on the stated rates, not on these rows.
